# Assay outcomes from PubChem.
# rTrxR1 inhibitor – blocks rat thioredoxin reductase 1; O89049; recombinant rTrxR1, NADPH fluorescence consumption, selenite substrate; Potency, µM (titrated, usually from 114 µM), without a hit: at the highest dose activity change, negative = inhibition, most hits filed as inhibitors; 390,000 tested, 1% active; AID 588453; note: potency is the fitted concentration of half-maximal effect; % is set by controls: 0 for no effect and ±100 for the full control effect; nearly all actives have a fitted effect of over 65% in size
# Target sequence (O89049 whole entry, looked up): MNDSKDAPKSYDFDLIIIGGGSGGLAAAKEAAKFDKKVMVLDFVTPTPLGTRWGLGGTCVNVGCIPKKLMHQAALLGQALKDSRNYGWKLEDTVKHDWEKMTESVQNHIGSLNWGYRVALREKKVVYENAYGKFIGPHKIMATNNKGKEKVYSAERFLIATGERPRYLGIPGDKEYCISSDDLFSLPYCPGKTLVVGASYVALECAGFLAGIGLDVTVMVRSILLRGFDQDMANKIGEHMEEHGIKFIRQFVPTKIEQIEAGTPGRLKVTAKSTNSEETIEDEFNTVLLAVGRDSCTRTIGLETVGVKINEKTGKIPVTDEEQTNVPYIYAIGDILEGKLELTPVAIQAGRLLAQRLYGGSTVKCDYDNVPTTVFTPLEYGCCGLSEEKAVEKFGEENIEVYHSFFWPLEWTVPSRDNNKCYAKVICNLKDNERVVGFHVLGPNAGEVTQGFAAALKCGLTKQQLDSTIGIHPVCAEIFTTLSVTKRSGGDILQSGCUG
#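 Rat TrxR1 (90 nM in the dispensed reagent) was pre-reduced with 400 uM NADPH for 5 min at room temperature, then incubated with compound for 15 min. After 400 uM selenite was added, NADPH fluorescence (Ex 340/Em 450 nm) was followed for 8 min.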
# PI4K2A inh – blocks human PI4K2A kinase activity; AID 1346378; 420,000 tested, 0.13% active; purified PI4K2A, ADP-Glo luminescence, 1 h; stronger effect = lower value; Q9BTU6; activity change, negative = inhibition, % at 76.9 µM; in the data active = activity change below about -50%; inconclusive = mostly about -30% to -49%;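 note: -100% = wells without enzyme as full effect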
#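 PI4K2A activity was measured by ADP-Glo luminescence: enzyme (4 ug/mL stock) and phosphatidylinositol (1.2 mM stock) in Tris pH 7.5/MgCl2/EGTA/Triton X-100 buffer were reacted with ATP (300 microM stock) for one hour at ambient temperature.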
# Tb PGK inh – blocks T. brucei phosphoglycerate kinase. 380,000 tested, 0.043% active. Potency, µM (highest dose often 57.5 µM), for inactives: at the top dose activity change, negative = inhibition, most hits filed as inhibitors. PGK/GAPDH coupled, Kinase-Glo luminescence, 60 min. P07378; note: potency is the fitted concentration of half-maximal effect; % is set by controls: 0 for no effect and ±100 for the full control effect; nearly all actives have a fitted effect of over 60% in size
# Target sequence (P07378 whole entry, looked up): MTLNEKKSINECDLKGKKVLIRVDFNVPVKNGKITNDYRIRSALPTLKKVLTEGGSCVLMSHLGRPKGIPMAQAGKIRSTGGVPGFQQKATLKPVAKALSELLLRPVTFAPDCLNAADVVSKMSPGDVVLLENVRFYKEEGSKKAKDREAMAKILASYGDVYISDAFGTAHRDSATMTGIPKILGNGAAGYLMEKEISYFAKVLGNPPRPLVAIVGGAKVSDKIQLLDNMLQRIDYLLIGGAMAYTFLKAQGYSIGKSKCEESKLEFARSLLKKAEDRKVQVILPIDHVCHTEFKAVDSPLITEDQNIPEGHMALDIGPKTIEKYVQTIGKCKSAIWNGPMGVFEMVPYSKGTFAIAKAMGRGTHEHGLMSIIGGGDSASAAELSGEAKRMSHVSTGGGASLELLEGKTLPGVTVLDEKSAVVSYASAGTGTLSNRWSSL
#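 Recombinant glycosomal PGK reaction used 1,3-bisphosphoglycerate generated in-well by GAPDH (100nM final) in 100mM TEA pH 7.6, 5mM MgCl2, 0.01% Tween-20. After 60 minutes at room temperature, ATP was read by Kinase-Glo Plus luminescence end-point.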
# USP1-UAF1 inh – inhibitors of human USP1/UAF1 deubiquitinase; O94782; recombinant USP1/UAF1, Ub-Rhodamine cleavage fluorescence; Potency, µM (highest dose often 57.1 µM), inactives show at the top dose activity change, negative = inhibition, actives largely listed as inhibitors; 390,000 tested, 0.23% active; AID 743255; note: potency is the fitted concentration of half-maximal effect; % is set by controls: 0 for no effect and ±100 for the full control effect; nearly all actives have a fitted effect of over 60% in size; inactives centre near -12
#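 High-throughput fluorogenic screen: 1nM USP1/UAF1 complex, Ub-Rho substrate 150nM final, 50mM HEPES pH 7.8 with 0.5mM EDTA, 0.1 mg/ml BSA, 1mM TCEP and 0.01% Tween-20.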
# Pin1 inh – blocks the human prolyl isomerase Pin1; Q13526; 390,000 tested, 0.009% active; Pin1 FP peptide displacement, HiFluor488, 10 min; Potency, µM (titrated, usually from 115 µM), for the others: at the top dose activity, negative = inhibition, actives largely listed as inhibitors; active = well fitted inhibition curve with a large enough effect in the polarisation, with a control signal flat, not every such curve was filed as active; inconclusive = small, poorly fitted or top-dose-only effect, or effect the other way, or a change in a side signal; inactive = no such curve, though single readings can be large or run the other way; the % refers to the polarisation; note: potency is the fitted concentration of half-maximal effect; % is set by controls: 0 for no effect and ±100 for the full control effect
# Target sequence (Q13526 whole entry, looked up): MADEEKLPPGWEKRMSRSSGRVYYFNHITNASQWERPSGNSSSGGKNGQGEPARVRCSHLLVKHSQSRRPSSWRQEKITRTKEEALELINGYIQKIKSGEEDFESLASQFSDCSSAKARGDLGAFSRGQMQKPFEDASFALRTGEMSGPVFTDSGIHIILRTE
# GLS inhibitor – glutaminase GLS (human) inhibition | 410,000 tested, 0.21% active | Potency, µM (doses to about 45.5 µM), for inactives: at the top dose activity change, negative = inhibition, actives largely listed as inhibitors | GLS enzymatic activity, qHTS titration | AID 624170; note: potency is the fitted concentration of half-maximal effect; % is set by controls: 0 for no effect and ±100 for the full control effect
#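 Enzyme dispensed in phosphate buffer (45 mM, pH 8.2, 0.02% Tween-20), compounds pinned in, then 1 mM L-glutamine solution and the glutamate oxidase–HRP–Amplex Red mix added; fluorescence read immediately and again after 30 min at room temperature.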
# TrxR1 substrate – rat thioredoxin reductase 1 substrate activity; purified TrxR1 substrate turnover, NADPH consumption readout; Potency, µM (series often up to 114 µM), inactives show at the top dose activity change, negative = substrate turnover; 390,000 tested, 0.01% active; note: potency is the fitted concentration of half-maximal effect; % is set by controls: 0 for no effect and ±100 for the full control effect; nearly all actives have a fitted effect of over 50% in size
#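 Rat TrxR1, dispensed at 90 nM, was prereduced with 400 uM NADPH (final) for 5 min at ~22 deg C, then incubated with compound 15 min before 400 uM selenite. A first-read NADPH fluorescence drop versus no-compound background flagged substrates.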
# HP1b chromo inh – blocks HP1-beta chromodomain binding to methylated histone tails; P83916; AlphaScreen HP1-beta / biotin-H3K9me3 peptide binding; Potency, µM (titrated, usually from 114 µM), for the others: at the highest dose activity change, negative = inhibition, most hits filed as inhibitors; 390,000 tested, 0.56% active; AID 540317; note: potency is the fitted concentration of half-maximal effect; nearly all actives have a fitted effect of over 70% in size; inactives centre near 23
#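 AlphaScreen: HP1-beta (50 nM) preformed 30 min with biotin-H3(1-18)K9me3 peptide (50 nM) in PBS pH 7.4, 0.01% Tween-20. Compound added for 30 min at RT, then streptavidin donor/nickel chelate acceptor beads (10 ug/mL) for 30 min.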
# IDH1 R132H inh – inhibitors of human mutant IDH1 R132H | IDH1-R132H enzyme, NADPH consumption, diaphorase/resazurin fluorescence | Potency, µM (titrated, usually from 76.6 µM), for inactives: top-dose activity change, negative = inhibition, most hits filed as inhibitors | AID 602179 | 390,000 tested, 0.093% active; note: potency is the fitted concentration of half-maximal effect; % is set by controls: 0 for no effect and ±100 for the full control effect; nearly all actives have a fitted effect of over 65% in size
#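 IDH1-R132H (0.5 ug/mL dispensed) in pH 7.5 Tris buffer was preincubated 30 min with compound, then given a substrate mix of 0.016 mM NADPH and 2 mM alpha-KG for 80 min at room temperature; remaining NADPH was read by diaphorase/resazurin fluorescence.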
# Starred values were filed as active, the others as inactive; i = inactive; ? = inconclusive; · = not tested or not shown; & = joins results of further samples; [ ] = another dose, or the depositor's remark. Unless noted, calls come from the whole dose curve; as a rule, active = well fitted curve in the direction sought with a large enough effect; inconclusive = small, poorly fitted or top-dose-only effect, or another doubt; inactive = no such curve, though single readings can be large; an effect the other way counts as inactive or inconclusive. An excerpt (hit frequency here may not be typical).
# Sequence of screens – rTrxR1 inhibitor, PI4K2A inh, Tb PGK inh, USP1-UAF1 inh, Pin1 inh, GLS inhibitor, TrxR1 substrate, HP1b chromo inh, IDH1 R132H inh
CC(=O)c1c(N2CCN(C(=O)C3CCCO3)CC2)nc(=S)n(-c2ccccc2)c1C (centres undefined)
    4%, -5, -6%, -6%, -6%, 8%, 10%, 23%, 4%
CCOC(=O)C1CCN(c2c(NC3CCCc4ccccc43)c(=O)c2=O)CC1 (centres undefined)
    9%, 1, i, 5%, -1%, 27%, -9%, 22%, -2%
Cc1ccc(NC2=CC(=O)CC(c3ccco3)C2)c(N)c1 (centres undefined)
    -15%, ?, 3%, 9%, 3%, 19%, -8%, 3%, 3%
O=C1OC2(c3ccccc3)C3CCCC2C13
    -2%, 2, 1%, -20%, 1%, 2%, -3%, 37%, 7%
O=c1nc2sc3ccccc3n2c(=O)n1-c1ccc(Cl)c(Cl)c1
    33%, -8, 8%, -4%, 4%, 6%, 6%, 24%, -8%
O=C1C2C3C=CC(CC3)C2C(=O)N1c1ccccc1F (centres undefined)
    5%, -1, -1%, -6%, 0%, 4%, 1%, 26%, -6%
CC(C)c1ccc(S(=O)(=O)N2CCN(C(=O)CN3C(=O)NC4(CCCC4)C3=O)CC2)cc1
    -2%, -2, -2%, -4%, 0%, 1%, -10%, 14%, 2%
O=C(Nc1nc(=O)[nH]s1)c1ccccc1
    22%[11.4 µM], 3, 2%, -10%, -5%, 1%, 11%[11.4 µM], 2%, 6%
COc1ccc(NC(=O)CSCC(=O)N(C)CC(=O)Nc2ccc(Cl)c(C(F)(F)F)c2)cc1
    11%, 1, 0%, -19%, -2%, 2%, -3%[57.1 µM], -13%, 3%
COc1cc2c(cc1OC)C(/C(C#N)=N\O)=NC(C)(C)C2
    -26%[57.1 µM], 14, 0%, -11%, -7%, 3%, -12%[57.1 µM], 11%, 7%
Cc1nnc(SCC(=O)Nc2ccc(N3CCOCC3)cc2)n1-c1ccccc1
    10%[57.1 µM], -1, -2%, -18%, 1%, 35%[activator], 8%[57.1 µM], 36%, 0%
CS(=O)(=O)N(CC(=O)Nc1cccc(Br)c1)Cc1ccccc1
    -18%, 3, 1%, -1%, ?, 12%, -20%, 49%[activator], -6%
COc1ccc(N(CC(=O)Nc2cc(OC)ccc2OC)S(C)(=O)=O)cc1
    21%[57.1 µM], 1, -6%, -1%, 3%, 2%, -4%[57.1 µM], 12%, -5%
COc1cc(Cl)c(NC(=O)CN(C)S(=O)(=O)c2ccc3[nH]c4c(c3c2)CCCC4)c(OC)c1
    4%, 0, -8%, -5%, 17%, 7%, -8%, 9%, -8%
N/C(=N\NS(=O)(=O)c1ccccc1Cl)c1ccccn1
    6%, 5, -2%, -22%, 2%, 18%, 3%, 56%[activator], 2%
CCN(c1ccccc1)S(=O)(=O)c1ccc(C(=O)N2CC(C)CC(C)C2)cc1 (centres undefined)
    12%, 0, -1%, -24%, 2%, -3%, -2%, 30%, 3%
COc1cc(NC(=O)COC(=O)Cc2ccsc2)cc(OC)c1
    10%, -4, -14%, -11%, -5%, -2%, 4%, 39%, 2%
COc1cc([N+](=O)[O-])ccc1N1C(=O)C2C3C=CC(C4CC34)C2C1=O (centres undefined)
    19%[57.1 µM], -2, i, -11%, -2%, -8%, 4%, 20%, 2%
CCOC(=O)C1=C(C)NC(=O)NC1C(C)C (centres undefined)
    22%, 2, i, -13%, 2%, -3%, 1%, 31%, 0%
COc1ccc(S(=O)(=O)NCCc2sc(-c3cccc(C)c3)nc2C)cc1
    16%[57.1 µM], -4, 3%, ?, 14%, -2%, -2%[57.1 µM], 19%[57 µM], 11%
O=C(CCn1cccn1)N1CCCC(N2CCN(c3cccc(C(F)(F)F)c3)CC2)C1 (centres undefined)
    8%, 2, 0%, -17%, -1%, 4%, 3%, 39%[activator], 3%
CC1CN(/C=C/C(=O)C(F)(F)F)CC(C)O1 (centres undefined)
    -5%[57.1 µM], 1, 4%, -22%, -2%, 0%, -4%[57.1 µM], 16%, -8%
Cc1ccc(S(=O)(=O)N=S(CC2CC2(Cl)Cl)CC2CC2(Cl)Cl)cc1 (centres undefined)
    14%, -3, -7%, 3%, 1%, 2%, 6%[57.1 µM], 14%, 3%
Cc1ccc(C(C)NC(=O)Cc2cccs2)cc1C (centres undefined)
    7%, -3, -4%, -19%, -1%, -2%, 6%, 5%, -2%
C=CCn1c(SCC)nc(O)cc1=O
    15%, 1, 9%[11.5 µM], -26%, 1%, -2%, -5%, 26%, 0%
O=C(O)c1cccc(S(=O)(=O)N2CCN(C(c3ccccc3)c3ccccc3)CC2)c1
    -10%, -1, 1%, -12%, 0%, -2%, -8%, 24%, ?
Fc1ccc(Nc2ncnc3sc4c(c23)CCC4)cc1
    32%[activator], 3, -8%, -26%, -1%, -5%, 6%, 72%[activator], 11%
C/C=C(\C)CN1CCC(Oc2cccc(C(=O)NCc3ccccn3)c2)CC1
    0%, -1, 0%, -4%, 3%, -10%, -3%, 18%[57 µM], -2%
COc1ccc(NC(=O)CSc2nnc(NC(=O)c3ccco3)s2)cc1
    20%, 1, -5%, -15%, 2%, -2%, -5%, 47%[activator], -4%
COc1ccc(S(=O)(=O)Nc2ccc3c(c2)N(C(C)=O)CCC3)cc1OC
    4%, 0, 0%, 7%, 2%, 5%, 3%, 22%, 0%
O=C(Nc1cc([N+](=O)[O-])ccc1F)C1CC1
    4%, -5, -3%, 5%, -3%, 3%, -13%, 25%, 0%
Cc1ccc(N(CC(=O)NCCSCc2ccco2)S(=O)(=O)c2ccc(F)cc2)cc1
    17%, 3, -8%, -25%, 1%, -4%, -3%, -13%, -4%
O=C(NC1CCC(O)CC1)c1ccc2c(c1)S(=O)(=O)N=C1CCCCCN12 (centres undefined)
    11%, 0, 2%, -14%, -2%, 2%, 3%, 19%, 5%
COC(=O)c1noc(-c2ccc(C)cc2)n1
    17%, 2, i, 2%, -4%, 2%, -10%, 4%, 9%
CCC(C)NC(=O)CSc1ccc(S(=O)(=O)N2CCN(Cc3ccccc3)CC2)cn1 (centres undefined)
    12%, -5, -3%, -8%, -7%, -4%, -8%, 33%, -6%
O=C(COC(=O)c1cccc(F)c1)Nc1cccc(S(=O)(=O)N2CCOCC2)c1
    ·, -2, -6%, -14%, ·, 0%, ·, ·, 10%
O=C(CN1C(=O)C2CC=CCC2C1=O)Nc1ccccc1N1CCCC1 (centres undefined)
    -4%, 1, i, -16%, 5%, 28%, -3%, 27%, 4%
O=c1c2ccccc2nc2n1C(CSCc1ccc(Cl)cc1)CS2 (centres undefined)
    12%[57.1 µM], -3, i, -11%, -1%, -1%, 7%[57.1 µM], 26%, 8%
Cc1ccc(CSc2nc3cccnc3n2Cc2ccc(C(=O)NCCc3ccccc3)cc2)cc1
    45%[activator], -10, i, -4%, 27%, 1%, 16%, 62%[activator], -8%
O=C(NCc1ccc(Cl)cc1)C1CCN(S(=O)(=O)c2cccc3nonc23)CC1
    -3%[57.1 µM], -4&1, -2%&-4%, -3%&-16%, 14%, 3%&-2%, -3%[57.1 µM], 24%&30%, -1%&-1%
Cc1cc(C)n(CCCNCC(O)c2ccccc2)n1 (centres undefined)
    25%, 13&6, -10%&5%, 3%&3%, -11%&-6%, -21%&-3%, 2%, ?, -2%&2%
Cc1ccc(NC(=O)C[n+]2cc(-c3ccccc3)n3c2CCC3)cc1
    19%, 2, 5%, -7%, 5%, 14%, 1%, 39%[activator], 4%
O=C(Nc1ccc(F)cc1)c1cccc(N2C(=O)C3C4CCC(C4)C3C2=O)c1 (centres undefined)
    9%[57.1 µM], -5, -10%, -19%, 1%, 7%, 11%[57.1 µM], 27%, 1%
Cn1cc(C(=O)c2ccccc2C(=O)O)cc1C(=O)C(Cl)(Cl)Cl
    -26%, -1, -3%, -13%, -4%, -12%, -9%, -10%, -2%
CCCc1nnc(SCC(=O)NC2CCCC2)n1CCOC
    10%, 4, -1%, -26%, 3%, -5%, -1%, -4%, -10%
CCN(c1ccc(NC(=O)COC(=O)c2ccc(C)c(S(=O)(=O)N3CCOCC3)c2)cc1)C(C)C
    14%, -2, i, -8%, -1%, 40%[activator], -9%, ?, 0%
Cn1cccc1C(=O)NCC(c1ccc(F)cc1)N1CCOCC1 (centres undefined)
    20%, 3, -2%, -10%, -10%, -2%, 4%, 14%, -8%
Cc1ccccc1OCC(O)Cn1c(Br)nc2c1c(=O)n(C)c(=O)n2C (centres undefined)
    9%, -3, ·, -6%, -3%, 0%, 3%, 24%, 4%
Cc1ccc(S(=O)(=O)N2CCOCC2)cc1C(=O)N1CCc2ccccc21
    1%, 3, -4%, -26%, 3%, 0%, -6%, 22%, 0%
CC(C)=CCC/C(C)=C/CNC(=O)C[C@H]1C[C@H](C(=O)N2CCCCC2)[C@@]2(CCc3ccccc3)c3[nH]c4ccc(Cl)cc4c3CCN2C1=O
    23%, 2, -10%, ?, -4%, 1%, 2%, 28%, -5%
Cc1cc(C)c2ccc(/C=N/O)nc2c1O
    -14%, 2, 7%, -2%, 0%, -6%, -10%, 32%, 1%
Cc1ccc(-c2nn(CC(=O)NCc3ccco3)c(=O)c3ccccc23)cc1
    0%, -10, -3%, -9%, 11%, 2%, 3%, 26%, 6%
